# Source: PubChem
# PrPC surface inh: inhibitors of human cell surface prion protein PrPC; inhibition, % at 13.8 µM; TR-FRET read-out; 370,000 compounds, 0.43% hits; in the data active = inhibition above about 24%; also: 0% = median of the test wells and 100% = reference compound wells
# Yp Topo-I inh: blocks Yersinia pestis topoisomerase I activity | Y. pestis Topo-I cleavage product accumulation, plate reader | activity, % at 10 µM | 360,000 compounds, 0.064% hits | AID 504884; in the data active = activity above about 50%, passing the limit was not always enough; inconclusive = no clear call, values can overlap the other calls; also: inactives centre near 2
# SARS 3CLpro inh: SARS-CoV 3CLpro protease inhibition; P0C6X7; recombinant SARS-CoV 3CLpro, quenched FRET peptide cleavage; inhibition, % at 6 µM; 290,000 compounds, 0.14% hits; AID 1706; in the data active = inhibition above about 12%
# Vc quorum ag: quorum light induction in luxS cqsA deficient V. cholerae. V. cholerae BH1578 lux reporter, luminescence, 6 h. activation, % at 18.7 µM. 350,000 compounds, 0.16% hits. AID 588436; in the data active = activation mostly above about 9.7%, no sharp cut-off; inconclusive = no clear call, values can overlap the other calls; inactive = mostly below about 3.7%; also: not every result past the cut was called active; inactives centre near 0; reference of the scale not given here
# Anthrax LF inh2: inhibitors of Bacillus anthracis lethal factor protease. P15917. multiplex microsphere protease cleavage assay, LF. inhibition, % at 10 µM. 360,000 compounds, 0.12% hits; also: plate controls were buffer without enzyme for full effect and enzyme alone for no effect
# TcdB GH inh: inhibitors of Clostridioides difficile toxin B glycohydrolase; AID 652162; TcdB glycohydrolase enzymatic assay, plate reader; P18177; 350,000 compounds, 0.24% hits; inhibition, % at 9.99 µM; in the data active = inhibition above about 10%
# BoNT A protease: BoNT A light chain protease inhibition; multiplex microsphere protease substrate cleavage, flow cytometry; inhibition, % at 10 µM; 360,000 compounds, 0.17% hits; also: plate controls were buffer without enzyme for full effect and enzyme alone for no effect
# PfHsp40 rescue: compounds rescuing yeast from Plasmodium falciparum HSP40 toxicity | S. cerevisiae expressing PfHsp40, growth rescue, ATP luminescence | 340,000 compounds, 0.68% hits | growth rescue, % at 12.5 µM; in the data active = growth rescue above about 28%, passing the limit was not always enough; inconclusive = no clear call, values can overlap the other calls;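 also: yeast W303a lacking pdr1 and pdr3 grown in galactose medium; growth measured after three days at 30 °C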
# SSB-PriA inh: K. pneumoniae PriA-SSBct interaction inhibition; AlphaScreen SSBct-PriA binding, biotinylated peptide; inhibition, % at 33 µM; 430,000 compounds, 0.6% hits; in the data active = inhibition mostly above about 37%, no sharp cut-off; inactive = mostly below about 20%;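 also: plate controls were negative control peptide for no effect and reference peptide for full effect; strong numbers were not always called active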
# An asterisk follows results filed as active; i = inactive; ? = inconclusive; · = not tested or not shown; & = joins results of further samples. Rule as the data show it, unless noted: active = inhibition above about 30%; inconclusive = no clear call, values can overlap the other calls; inactive = below that. The list is partial; count on the stated rates, not on these rows.
mol	PrPC surface inh	Yp Topo-I inh	SARS 3CLpro inh	Vc quorum ag	Anthrax LF inh2	TcdB GH inh	BoNT A protease	PfHsp40 rescue	SSB-PriA inh
CSc1nc(-c2ccccc2)c(C#N)c(=O)[nH]1	1	-4	3	i	3	2.8	-0.8	0.4	0
C[C@H](CO)N1C[C@H](C)[C@@H](CN(C)C(=O)NC2CCCCC2)Oc2ccc(NC(=O)Cc3ccccc3)cc2C1=O	4	20	·	i	-1	0.1&0.8	-0.4	0.0	4
CCN(CC)c1ccc(N2C(=O)/C(=C/c3cccnc3)SC2=S)cc1	-5	-9	2	-0.6	3	·	1.8	-1.1	-4
Cc1nnc(NC(=O)CSc2n[nH]c(-c3ccccc3)n2)s1	4	2	-1	i	2	0.9	-0.1	-1.0	-8
Cc1ccc(S(=O)(=O)n2c3ccc(Cl)cc3c3nc(C)sc32)cc1	-2	7	-2	-1.0	-2	1.1	0.2	0.5	-5
CC1(c2ccc([N+](=O)[O-])cc2)Nc2ccccc2S1 (stereo not given)	8	-18	4	-0.1	0	0.3	1.5	-3.6	24
COCCCNC(=O)C1CCC(=O)N(c2ccc3c(c2)OCO3)C1c1ccc(OC)cc1 (stereo not given)	2	-1	0	i	2	0.7	-0.8	-0.4	2
O=C(CNC(=O)c1ccccc1Cl)NCCc1cccs1	-2	-1	·	i	-4	3.3	0.2	-1.3	-19
O=C(Nc1ccc(Cl)c(Cl)c1)Oc1ccc(NC(=O)c2ccco2)cc1	6	-6	2	-0.8	-1	·	-1.0	2.0	-8
CCOC(=O)c1nc(Nc2ccc(N3CCC(C)CC3)cc2)c2ccccc2n1	-12	9	5	-0.2	-12	-17	-0.4	0.1	9
Cc1ccc(C2Oc3ccccc3C3=C2C(c2cccs2)n2ncnc2N3)cc1 (stereo not given)	16	13	9	i	-1	·	0.8	-1.0	-7
COC(=O)c1ccc(C)c(NS(=O)(=O)c2ccc(OC)cc2)c1	13	0	3	-2.2	-4	1.2	0.3	0.3	-6
CCCC(c1nnnn1CCC(C)C)N1CCC(C(N)=O)CC1 (stereo not given)	-5	14	-3	i	-3	·	-0.9	-0.9	3
COCCn1c(SCc2nc3ccccc3c(=O)[nH]2)nc2ccccc2c1=O	-1	2	-2	0.5	9	0.0	1.1	1.0	-11
O=C(O)CCCCCn1c(SCC(=O)N2CCCC2)nc2ccsc2c1=O	-4	7	1	-0.4	-2	·	-0.9	1.4	-11
CC1=CC(C)(C)Nc2ccc(OS(=O)(=O)c3ccc(C)cc3)cc21	6	26	6	i	0	·	5.3	2.0	-9
O=C(c1cc(-c2ccncc2)nc2ccccc12)N1CCN(c2ccccn2)CC1	-6	8	3	i	-2	·	-6.4	0.6	0
CN(C)c1ccc(-n2cccc2/C=N/n2cnnc2)cc1	6	5	2	-0.2	-4	·	0.3	-1.6	·
C(=C\c1ccccc1)/CN1CCN(C(c2cc3ccccc3o2)c2nnnn2C2CCCC2)CC1 (stereo not given)	2	·	·	·	-6	0.6	-0.6	·	·
Cc1c(Cl)cccc1N=C(N)N=C(N)N	7	2	2	-0.3	-3	2.0	-0.3	-0.3	-1
N#CC(C(=O)c1ccccc1)=C1SCCS1	8	-1	-4	-0.4	·	0.6	·	-1.0	-1
Cn1cccc1CNC(=O)Nc1ccc(Cl)c(Cl)c1	-3	-5	3	1.1	-1	·	0.5	0.1	-1
CCS(=O)(=O)Nc1ccc(C2=NN(S(=O)(=O)CC)C(c3cccs3)C2)cc1 (stereo not given)	-8	3	-2	-2.2	0	0.4	0.1	-0.6	-10
O=C(CCN1C(=O)/C(=C/c2ccc(F)cc2)SC1=S)NCCc1ccc(O)cc1	0	10	2	5.1	3	1.1	-0.6	0.3	-7
C#CC1(OC(=O)c2ccccc2)CC(C)N(C)CC1C (stereo not given)	5	-7	3	i	2	0.5	4.0	0.5	-17
O=C(NCc1ccc(N2CCCC2=O)cc1)c1ccc(F)cc1	-7	-7	1	-0.5	-3	1.6	0.0	0.5	0
Nc1nnnn1/N=C/c1cc(Cl)ccc1O	-2	-7	0	-0.5	-12	0.1	-4.5	0.5	·
CC(C)c1ccc(C(C)NCCS(=O)(=O)c2ccc(Cl)cc2)cc1 (stereo not given)	12	19	-2	-0.2	-2	-0.8	1.2	-0.6	-17
C/C=C/c1ccc(OCCOc2ccc(C=O)cc2)c(OC)c1	5	27	4	i	0	0.8	-0.1	0.7	-34
CC(C)Cn1c(CCNC(=O)c2ccco2)nc2ccccc21	-11	-4	6	i	-2	0.5	0.0	-0.9	-2
CCN(C(=O)/C=C/c1ccc(OC)cc1)C1CCS(=O)(=O)C1 (stereo not given)	-9	2	·	-7.1	-5	1.1	-2.6	-1.3	-6
O=C(COC(=O)c1ccc(F)cc1)NCC1CCCCC1	-6	0	·	i	1	-3.8	0.1	1.4	3
CCSc1nsc(NC(=O)Nc2ccc(F)cc2F)n1	·	-6	1	-1.7	-14	·	-1.0	-0.3	-9
O=C(c1ccc2[nH]c(=O)c(=O)[nH]c2c1)N1CCc2ccccc21	-6	2	-1	-0.3	-1	1.2	-1.1	-1.0	-11
NC(=O)c1ccccc1NC(=O)CSc1nc2ccccc2c(=O)[nH]1	3	1	-1	-0.5	-2	-11	0.3	-0.8	-14
Cc1ccc2nc(SC(C)C(=O)NCc3ccc4c(c3)OCO4)[nH]c2c1 (stereo not given)	-1	8	1	-0.5	0	1.8	0.1	-0.2	-6
O=C(c1ccc(N2CCCCC2)c([N+](=O)[O-])c1)N1CCN(c2ccccn2)CC1	-9	36	0	i	1	1.5	-0.9	2.7	22
O=C(/C=C/c1ccc(F)cc1)NCc1cccs1	-2	1	5	-0.2	-3	·	-0.1	-0.9	-18
CC(C)(C)C(=O)NC1CC2CCCC(C1)N2C(=O)Nc1ccccc1F (stereo not given)	-4	-2	-4	i	15	2.0	2.0	-1.4	-5
CCN(C(=O)COC(=O)/C=C/c1ccc(Cl)c(Cl)c1)c1c(N)n(Cc2ccccc2)c(=O)[nH]c1=O	-3	4	·	i	9	0.5	-0.5	-0.4	-7
CCOC(=O)c1cc(NC(=O)CSc2nnc(CN3CCOCC3)n2C)ccc1Cl	3	8	3	-3.2	-1	·	0.0	-1.3	4
CCOC(=O)N1CCN(C(=S)Nc2cccc(C)c2C)CC1	-1	-4	-1	-0.7	-1	·	0.1	-0.7	-30
CCOC(=O)C1=C(C)C2C3C(=O)N(c4cc(C)ccc4C)C(=O)C3C1(C)C1C(=O)N(c3cc(C)ccc3C)C(=O)C21 (stereo not given)	-8	20	4	i	0	·	-0.9	1.1	2
CCOc1ccc(-c2csc(NC(=O)c3cccc(N4C(=O)CCC4=O)c3)n2)cc1	1	-5	2	-0.2	2	0.8	-0.9	1.0	-15
COc1ccc(Cc2nc3ccc(C(=O)N4CCOCC4)cc3o2)cc1	5	3	2	-0.1	6	1.3	0.0	1.2	-6
C=CCNC(=O)c1ccc(CN2CCC(Cc3ccccc3)CC2)cc1	-18	7	1	i	2	0.7	?	-1.6	2
CC(C)(C)n1cnnc1Sc1ncccc1[N+](=O)[O-]	-14	0	3	-0.6	0	1.7	-0.2	1.7	-14
COCCn1cnc2c1c(=O)n(CC(=O)NN)c(=O)n2Cc1ccccc1	0	9	-6	-1.5	-8	-1.2	-2.9	-2.6	4
O=C(Cn1c(=O)oc2cc(S(=O)(=O)N3CCCC3)ccc21)N1CCN(C2CCCCC2)CC1	-1	5	5	·	5	0.4	-0.3	-1.0	-29
COC(=O)c1c(NC(=O)c2ccco2)sc2c1CCC2	-3	0	3	i	0	·	-0.1	0.3	-44
COc1ccccc1N1CCN(C(=O)Cn2nc(C(F)(F)F)c3c2CCC3)CC1	0	-2	1	i	1	·	0.1	-0.4	2
Cn1c(NCc2cccnc2)nc2c1c(=O)n(Cc1ccccc1F)c(=O)n2C	11	3	5	-0.4	-4	1.7	-0.3	0.5	9
O=C1NC(=O)C2(Cc3cc([N+](=O)[O-])ccc3N3CCN(C(=O)c4ccccc4)CC32)C(=O)N1 (stereo not given)	-19	-2	0	1.3	2	-1.3	-0.8	-0.4	1
O=C(C1=C(O)C(=O)N(Cc2ccccc2)C1c1ccco1)c1ccco1 (stereo not given)	1	2	-7	-33	-2	·	0.0	0.5	-3
COc1ccc(C(=O)NCC(C)(C)N2CCOCC2)cc1S(=O)(=O)NCc1ccc(Cl)cc1	-12	-4	·	3.2	-4	5.4	0.4	-0.4	-14
COc1ccc(N2C(=O)CSC2c2ccc(F)cc2)cc1 (stereo not given)	-6	4	3	-0.5	-15	1.3	0.8	2.3	-12
Cc1nn(-c2ccc(F)cc2)c2sc(C(=O)N3CCCCCC3)cc12	-4	-3	3	i	0	·	1.6	-1.3	-3
O=S1(=O)c2ccccc2C(CCO)N1Cc1ccccc1 (stereo not given)	-6	-2	·	-0.6	-6	2.2	0.1	0.1	-15
O=C(NCCCN1CCOCC1)c1cc(S(=O)(=O)N2CCOCC2)ccc1Cl	-4	5	·	i	-5	1.5	0.0	-0.1	-5
Cc1cc(C)nc(SCC(=O)Nc2ncc(Cc3cccc(Cl)c3Cl)s2)n1	-6	0	0	0.2	-2	·	-0.5	0.7	-8

# Molecules shown so far that contain a cyano group:
mol	PrPC surface inh	Yp Topo-I inh	SARS 3CLpro inh	Vc quorum ag	Anthrax LF inh2	TcdB GH inh	BoNT A protease	PfHsp40 rescue	SSB-PriA inh
CSc1nc(-c2ccccc2)c(C#N)c(=O)[nH]1	1	-4	3	i	3	2.8	-0.8	0.4	0
N#CC(C(=O)c1ccccc1)=C1SCCS1	8	-1	-4	-0.4	·	0.6	·	-1.0	-1

# The listing continues:
mol	PrPC surface inh	Yp Topo-I inh	SARS 3CLpro inh	Vc quorum ag	Anthrax LF inh2	TcdB GH inh	BoNT A protease	PfHsp40 rescue	SSB-PriA inh
O=C(CC1N=C2c3ccccc3N=C(SCc3ccc(F)cc3)N2C1=O)NCc1ccco1 (stereo not given)	-1	0	-1	17*	-2	·	-0.6	1.4	0
CCC(=O)Nc1nc(-c2cc([N+](=O)[O-])cs2)cs1	-127	4	-3	i	4	0.5	-0.3	2.2	8
CCCN(C)C1CN(Cc2cn(Cc3cccc(Cl)c3)nn2)S(=O)(=O)C1 (stereo not given)	-3	·	·	·	-15	-1.0	-0.8	·	·
Cc1cc(NS(=O)(=O)c2ccc(NC(=O)c3cc(-c4cccnc4)nc4ccc(Cl)cc34)cc2)no1	3	-2	-2	0.9	0	·	0.1	1.1	-10
Cc1cc(C(=O)N2CCCC(CCC(=O)N3CCN(c4ccccn4)CC3)C2)c(C)o1 (stereo not given)	-5	7	2	1.2	-2	0.3	-0.3	-0.8	-10
COc1cccc(NC(=O)Nc2nccc(C)n2)c1	1	-3	5	-0.3	0	0.0	0.0	0.1	-17
O=C(c1cnc2n(c1=O)CCS2)N1CCN(c2ccc([N+](=O)[O-])cc2)CC1	-31	6	-4	i	0	5.1	-0.7	-1.9	0
O=C(COC(=O)c1ccc[nH]c1=O)NCC1CCCO1 (stereo not given)	0	-5	4	-0.7	4	·	-0.7	-0.1	-26
O=C(CN1C(=O)NC(c2ccccc2)(c2ccccc2)C1=O)NCCc1ccc(F)cc1	-8	15	·	-1.0	3	1.7	-0.7	1.5	-3
O=C(C1CCN(Cc2cccs2)CC1)N1CCN(Cc2ccc3c(c2)OCO3)CC1	7	9	4	-0.4	3	0.0	0.6	1.3	-3
CCN(CCNC(=O)C1CCN(S(=O)(=O)c2cccc3cccnc23)CC1)c1ccccc1	-3	15	3	-0.3	-1	1.0	0.1	0.8	5
